# TLR4-MyD88 BLA: TLR4-MyD88 interaction inhibition in cells; 200,000 compounds, 0.18% hits; HeLa CL3-4 TLR4/MyD88 BLA complementation, FRET ratio; AID 861; inhibition, % at 8.4 µM; in the data active means inhibition above about 25%;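 further: 0% = vehicle and 100% = reference inhibitor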
# Target sequence (O00206 whole entry, looked up): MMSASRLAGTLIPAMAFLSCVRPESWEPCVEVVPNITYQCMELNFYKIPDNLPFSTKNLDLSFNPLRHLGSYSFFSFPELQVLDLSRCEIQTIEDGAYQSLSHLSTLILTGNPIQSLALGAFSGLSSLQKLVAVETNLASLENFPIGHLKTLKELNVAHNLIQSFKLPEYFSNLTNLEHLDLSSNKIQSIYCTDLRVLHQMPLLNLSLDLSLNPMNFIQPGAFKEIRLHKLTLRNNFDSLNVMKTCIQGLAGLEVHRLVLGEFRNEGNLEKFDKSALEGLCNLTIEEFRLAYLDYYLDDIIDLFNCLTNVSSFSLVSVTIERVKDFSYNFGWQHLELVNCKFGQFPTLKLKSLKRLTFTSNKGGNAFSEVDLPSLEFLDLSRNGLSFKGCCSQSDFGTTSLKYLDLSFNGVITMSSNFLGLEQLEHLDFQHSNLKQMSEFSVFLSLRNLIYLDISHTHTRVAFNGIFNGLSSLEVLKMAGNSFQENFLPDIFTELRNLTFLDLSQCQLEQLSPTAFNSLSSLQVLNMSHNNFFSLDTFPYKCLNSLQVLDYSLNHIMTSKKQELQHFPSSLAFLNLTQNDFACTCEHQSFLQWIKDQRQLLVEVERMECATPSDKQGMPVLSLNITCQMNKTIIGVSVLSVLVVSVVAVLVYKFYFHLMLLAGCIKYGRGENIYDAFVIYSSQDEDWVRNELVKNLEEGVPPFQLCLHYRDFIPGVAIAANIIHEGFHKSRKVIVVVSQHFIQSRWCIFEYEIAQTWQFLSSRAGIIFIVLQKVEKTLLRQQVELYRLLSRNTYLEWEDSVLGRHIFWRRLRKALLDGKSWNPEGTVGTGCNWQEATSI
# Target sequence (Q99836 whole entry, looked up): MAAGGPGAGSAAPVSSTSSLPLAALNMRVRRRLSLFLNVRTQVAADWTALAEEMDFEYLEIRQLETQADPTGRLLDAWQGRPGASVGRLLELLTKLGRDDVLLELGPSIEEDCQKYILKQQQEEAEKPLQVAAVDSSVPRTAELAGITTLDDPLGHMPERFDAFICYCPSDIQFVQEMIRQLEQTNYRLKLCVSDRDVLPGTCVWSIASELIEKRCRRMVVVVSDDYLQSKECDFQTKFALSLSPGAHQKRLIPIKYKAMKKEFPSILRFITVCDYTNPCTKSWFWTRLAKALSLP
# Hsp70 act: transcriptional activators of Hsp70. 200,000 compounds, 0.04% hits. activation, % at 10 µM. HeLa Hsp70 promoter luciferase reporter, luminescence; scaled: vehicle 0, proteasome-inhibitor control 100%. AID 1203;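 active means activation above the mean across all tested compounds plus 3 SD, cutoff set per campaign, cut at about 5.5% in these data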;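 further: 100% = MG132 at 30 µM as the positive control and 0% = DMSO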
# STAT3 activator: increases IL-6 driven STAT3 reporter signal. U3A cells, IL-6 STAT3-luciferase reporter, luminescence; 100% = signal with IL-6 EC80 alone. AID 871. 190,000 compounds, 0.91% hits. activation (% of control), % at 5.6 µM;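 active means activation above the screen-wide mean of compound activation plus 3 SD, cut at about 130% in these data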;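 further: 0% = background luminescence of wells with medium and substrate only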
#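 Material: STAT1-lacking human U3A cells, STAT3 luciferase reporter | Benchmarks: IL-6-only wells as 100% reference | Probe or stimulus: IL-6 (33 ng/mL) | Timing: Compound 1 h, then IL-6 6 h at 37 °C | Detection: Luminescence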
# Diaphorase act: counter-screen for diaphorase-based assays: diaphorase activators and chemical reducers; Diaphorase/resazurin coupled assay, resorufin fluorescence, 16 min; hits give high values; 1 = vehicle wells, 0 = NADH-free wells; activation factor at 20 µM; 190,000 compounds, 0.005% hits;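 active means diaphorase activity raised at least twofold by the compound at 20 µM; inactive means activation factor below 2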
#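 Material: purified diaphorase enzyme from Clostridium kluyveri; Also added: 0.114 mM NADH and 0.1 mM resazurin, final amounts; Doses: single compound dose of 20 µM, 1% DMSO final; Times: 16 min enzyme reaction, ambient temperature; Detection: resorufin fluorescence, excitation 544 nm, emission 590 nm; Measure: increased resorufin signal from activators or reducing compounds.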
# Diaphorase inh: counter-screen for diaphorase-based assays: diaphorase inhibitors and chemical oxidizers; 190,000 compounds, 0.69% hits; AID 1217; diaphorase resazurin-to-resorufin fluorescence, NADH, 16 min; bacterial (C. kluyveri) enzyme, not human; inhibition, % at 20 µM;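 active means primary screen inhibition at 20 µM above a set limit, cut at about 50% in these data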;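 further: plate controls were DMSO with full reaction for no effect and wells lacking NADH for full effect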
#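 Detection: fluorescence of resorufin formed from resazurin, Ex 544/Em 590 nm; test system: Clostridium kluyveri diaphorase enzyme; amount: 0.14 U/mL diaphorase, enzyme working solution; times: 16-min room-temperature incubation before reading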
# APP transl inh: APP translation inhibition; AID 1285; SH-SY5Y APP 5'UTR-luciferase reporter, luminescence; 190,000 compounds, 0.82% hits; inhibition, % at 2 µM;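 active means inhibition above a set limit, derived from the sample mean plus 3 SD, cut at about 45% in these data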; further: values of inactives mirror those of a sister screen read the other way
# STAT1 inh: inhibitors of IFN-gamma induced STAT1 signaling; 200,000 compounds, 0.35% hits; NIH 3T3 STAT1-luciferase reporter, luminescence; inhibition, % at 5.5 µM; AID 920;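 active means inhibition above a set limit, the mean inhibition across all tested compounds plus 3 SD, cut at about 34% in these data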;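 further: 0% = IFN-gamma with DMSO and 100% = IFN-gamma with 300 µM nifuroxazide; values of inactives mirror those of a sister screen read the other way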
# STAT1 act: STAT1 signaling activation; activation (% of control), % at 5.5 µM; AID 932; 200,000 compounds, 2.6% hits; NIH 3T3 STAT1-luciferase reporter, IFN-gamma, luminescence; 100% = IFN-gamma alone, no compound;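 active means activation above the screen-wide mean activation plus 3 SD, cut at about 130% in these data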;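 further: raw ratio to IFN-gamma control signal so 100% means no change and 0% no light; values of inactives mirror those of a sister screen read the other way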
# STAT3 blocker: reduces IL-6 driven STAT3 reporter signal; U3A cells, IL-6 STAT3-luciferase reporter, luminescence; host cell line lacks STAT1; inhibition, % at 5.5 µM; 190,000 compounds, 0.89% hits;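 active means inhibition above the mean inhibition across all screened compounds plus 3 SD, cut at about 44% in these data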;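 further: 0% = DMSO only wells and 100% = 100 µM nifuroxazide control wells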
# G6PDH counter: counter-screen for G6PDH assay hits: L. mesenteroides G6PDH inhibition | inhibition, % at 5 µM | 200,000 compounds, 0.12% hits | Purified L. mesenteroides G6PDH, diaphorase/resazurin coupled fluorescence, 45 min; in the data active means inhibition above about 50%
# * marks the source's active call; other numbers are inactive results; nt = no result given.
SMILES,TLR4-MyD88 BLA,Hsp70 act,STAT3 activator,Diaphorase act,Diaphorase inh,APP transl inh,STAT1 inh,STAT1 act,STAT3 blocker,G6PDH counter
CCC(Oc1ccccc1)C(=O)N1CCN(C(=O)C(CC)Oc2ccccc2)CC1 (centres undefined),-10,0.0,98,1,0,-22,0,100,8,2
COc1cc(C(Nc2ccc(S(=O)(=O)N3CCC(C)CC3)cc2)C(=O)NCC2CCCO2)cc(OC)c1OC (centres undefined),4,-0.2,89,0.9,13,-4,3,97,20,0
Cc1nn(C)c(C(=O)N2CCN(C(=O)c3ccco3)CC2)c1[N+](=O)[O-],-3,-0.4,83,1,-2,-1,4,97,23,-1
CCCc1cc2c(cc1NC(=O)c1ccc(C)cc1)OCO2,7,-0.1,124,1,-5,-12,-6,106,-24,4
COc1cccc(/C=C2/SC(=S)N(CC(=O)Nc3nnc(C)s3)C2=O)c1,-2,0.5,93,1.1,-7,35,9,92,8,9
CCCc1nc(C)c(-c2ccc(OC)c(OC)c2)c(=O)[nH]1,1,0.1,104,0.9,6,12,-1,110,-3,2
CCCOC(=O)c1ccc(OCC(O)CN2CCN(C(=O)c3ccccc3)CC2)cc1 (centres undefined),-2,-0.3,103,1.1,-6,-6,0,100,2,3
CCCOc1c(OC)cccc1C1CC(=O)Nc2cc3c(cc21)OCO3 (centres undefined),1,-0.1,98,0.8,24,9,6,94,8,16
Cc1cccc(C(=O)NCCCN2CCCC2=O)c1,7,-0.1,97,1,0,-7,0,100,7,-2
Cc1ccc(Cn2c(SCCN3CCOCC3)nc3c2c(=O)n(C)c(=O)n3C)cc1,13,-0.2,100,0.7,25,-7,4,97,5,8
CCC(c1nnnn1CCc1ccccc1)N(Cc1ccco1)Cc1cc2c(C)ccc(C)c2[nH]c1=O (centres undefined),-12,-0.7,101,0.6,39,-8,8,92,5,8
CCCOc1c(Br)cc(C2C3=C(CCCC3=O)N(CC)C3=C2C(=O)CCC3)cc1OC,-15,-0.4,92,0.8,22,-12,9,92,10,1
Cc1cccc(-n2ncc3c(N4CCCC4)ncnc32)c1,6,-0.5,45,0.9,9,-138,-9,108,67*,6
CCOC(=O)c1c(NC(=S)Nc2ccccc2)sc2c1CCN(CC)C2,-11,-0.6,78,0.9,14,-4,-6,105,30,5
O=c1cnc(-c2ccc(Cl)cc2)cn1O,-10,-0.5,90,0.8,20,-21,-4,102,20,12
Cc1c(C(=O)OCc2ccccc2)nnn1-c1nonc1N,-4,-0.3,83,0.9,13,-5,-13,112,26,-1
COc1cccc(-n2nc(C(N)=O)c(O)cc2=O)c1,3,-0.3,105,0.9,14,-3,2,98,-5,9
Cc1noc(C)c1S(=O)(=O)NC1CCCc2ccccc21 (centres undefined),-2,-0.1,116,0.8,16,-3,6,94,-16,-1
COC(=O)c1cn(CC(=O)N2CCCCC2C)c2ccccc12 (centres undefined),-1,-0.2,105,0.9,11,-22,3,97,-1,7
CCCCC(=O)N(CCOC)c1nnc(-c2cccnc2)s1,4,0.0,99,1,-2,5,-2,100,4,10
O=C1C2C(c3ccccc3)C=CC(c3ccccc3)C2C(=O)N1CCO (centres undefined),-5,-0.4,105,0.8,17,10,-2,102,1,4
COc1cccc(CNc2nc(-c3cccnc3)nc3ccccc23)c1,4,-0.1,93,0.9,12,3,13,88,8,-6
Cc1ccccc1C1c2[nH]c3ccccc3c2CCN1CCCn1cccn1 (centres undefined),-12,-0.2,152*,0.8,18,16,6,92,-51,15
O=C(O)CCCC(=O)Nc1ccc(Sc2ccc([N+](=O)[O-])cc2)cc1,8,-0.3,107,1,-2,-10,-2,102,3,0
CCCCCCCc1nc2c(=O)n(C)c3ccccc3c2o1,-9,-0.4,99,0.9,14,2,1,99,1,0
O=C(NC1CCCC1)C1CCCN(S(=O)(=O)c2cccc3cccnc23)C1 (centres undefined),-8,-0.1,101,0.9,10,6,2,98,4,-15
CNC(=O)COc1ccc(C=O)cc1OC,-4,-0.3,98,0.9,6,1,-3,103,2,-5
Cc1cccc(S(=O)(=O)Nc2ccc(-c3cn4ccccc4n3)cc2)c1,1,-0.4,103,0.8,16,1,-17,115,-8,-26
COc1ccccc1C(=O)N(CCC1CCCN1C)c1nc2ccccc2s1 (centres undefined),11,0.1,107,1.1,-6,-127,1,99,-2,1
Nc1nnc(CCS(=O)(=O)c2cc(Cl)ccc2Cl)s1,-4,0.0,99,0.9,12,2,4,97,7,11
CCOc1cc(CNc2ccc(S(N)(=O)=O)cc2)cc(Cl)c1OC,5,-0.3,105,0.9,11,7,-6,105,-3,4
CC(=O)c1cc(F)c(N2CCCC2)cc1C,8,-0.3,94,1,1,4,5,96,10,-2
O=C(Nc1ccccc1)O/N=C(\c1ccccc1)c1ccccn1,1,-0.1,99,1,2,-12,2,98,9,1
O=C(NC1CCCC1)C(c1ccc(Cl)cc1)N1CCOCC1 (centres undefined),6,-0.5,96,0.9,8,8,6,95,6,22
NC(=S)Nc1ccc2cn[nH]c2c1,-4,-0.3,110,0.9,8,-32,-4,103,2,5
C=CCSC1=C(C#N)C(c2ccccc2)CC(=O)N1 (centres undefined),-7,0.0,98,0.8,16,12,10,91,6,-12
Nc1ccc(N2CCN(c3ccccc3)CC2)c(F)c1,1,-0.3,91,0.9,14,4,-13,110,16,12
COC(=O)CSc1nc2ccc(NC(=O)c3ccccc3C(=O)N3CCOCC3)cc2s1,1,-0.1,103,0.7,27,5,3,97,-9,11
O=C(C1CCCCN1S(=O)(=O)c1ccccc1)N1CCCCC1 (centres undefined),6,0.4,110,1.1,-7,3,1,99,-11,-2
N#Cc1c(NC(=O)CN2CCN(S(=O)(=O)c3ccc4c(c3)OCCO4)CC2)sc2c1CCC2,6,0.0,96,1,-3,-15,3,97,8,7
CCN(CC)c1ccc(NC(=O)COC(=O)c2cccs2)cc1,-2,-0.2,103,1,-3,nt,-9,108,-5,5
CCc1ccccc1NC(=O)c1cccc(Oc2ccc([N+](=O)[O-])cc2Cl)c1,6,-0.2,92,0.9,13,0,4,97,12,13
COc1ccc(NC(=O)COC(=O)Cc2ccc(Br)cc2)cc1,10,-0.1,103,0.9,13,3,-3,101,5,9
O=C(COC(=O)CNC(=O)c1cccc([N+](=O)[O-])c1)NCc1ccco1,13,-0.4,100,1.1,-7,13,-3,102,2,6
O=C(O)c1cccc(NC(=S)NC(=O)C(c2ccccc2)c2ccccc2)c1,3,-0.1,99,1,4,3,6,95,13,12
O=C(/C=C/c1ccco1)NCc1ccc(F)cc1,-5,-0.2,94,1.1,-8,-7,-3,100,13,10
COc1ccc(OCC(=O)NCc2cccnc2)cc1,8,0.1,111,0.9,14,25,-5,108,-10,-6
COc1cccc(N2C(=O)C(c3ccccc3)=C(c3nc4ccccc4s3)C2NC(C)=O)c1 (centres undefined),-2,-0.2,100,0.9,14,8,4,97,2,3
O=S(=O)(c1cccc(C(F)(F)F)c1)N1CCN(c2cnccn2)CC1,2,-0.2,105,0.9,12,-24,-10,108,2,4
COCCN(CCOC)Cc1c(O)ccc2c3c(c(=O)oc12)CCC3,-18,-0.3,104,0.8,16,-9,-7,107,-1,-2

# (next part)
SMILES,TLR4-MyD88 BLA,Hsp70 act,STAT3 activator,Diaphorase act,Diaphorase inh,APP transl inh,STAT1 inh,STAT1 act,STAT3 blocker,G6PDH counter
CCOC(=O)CC1C(=O)NCCN1C(=O)c1c(F)cccc1F (centres undefined),8,-0.1,102,0.8,18,0,-4,104,4,16
O=C1CC(c2ccccc2)n2nc(NC(=O)c3ccccn3)nc2N1 (centres undefined),17,-0.2,89,0.9,7,0,9,91,19,6
Cc1ccc(C(=O)C[n+]2cccc3cc(C)ccc32)cc1,5,-0.2,94,1,-3,10,-1,100,18,1
COc1ccc(-c2nnn(CC(=O)N3CCOCC3)n2)cc1,4,-0.1,99,1,1,10,5,99,1,0
Cc1sc2nc(SCC(=O)Nc3c(C)n(C)n(-c4ccccc4)c3=O)n(C)c(=O)c2c1C,1,0.1,97,0.7,35,-13,-2,102,8,1
C1=CN2CCC1C(c1ccccc1)C2 (centres undefined),2,-0.4,101,0.9,15,5,-5,105,5,1
Nc1nc2sc3c(c2cc1C(=O)N1CCOCC1)CCCC3,1,-0.2,106,0.9,15,-14,-2,102,-4,8
CC(/C=C/c1ccccc1)NC(N)=O (centres undefined),3,-0.5,97,0.9,9,-5,-5,105,7,-1
Cc1cc(Nc2nc3c(c(=O)n(C)c(=O)n3C)n2C)n(-c2ccc(Cl)cc2)n1,-2,-0.2,103,1,-3,-1,6,95,0,7
Cc1c(Cl)c([N+](=O)[O-])nn1Cc1ccc(C(=O)N/N=C\c2cccc(Br)c2)o1,-1,-0.6,106,1,3,-12,-10,109,3,6
Cc1ccc(C2N(c3ccc(F)cc3)C(=O)C3CCCN32)cc1 (centres undefined),4,-0.3,102,0.9,8,11,2,99,3,2
CC(C)OC(=O)c1cccc(-c2ccc(C=O)o2)c1,-3,-0.3,101,1,4,-24,-16,114,1,5
Cc1cc(C)cc(N(CC(=O)N2CCN(Cc3ccccc3)CC2)S(=O)(=O)c2c(C)noc2C)c1,-5,-0.2,108,0.7,29,-13,-3,103,0,4
C=CCNC(=O)c1ccccc1NC(=O)Cc1ccccc1[N+](=O)[O-],-1,-0.3,100,0.9,15,2,5,95,0,29
O=C(CCN1CCOCC1)Nc1c(-c2ccccc2)c2cc(Br)ccc2[nH]c1=O,4,-0.1,97,0.9,14,15,-3,103,6,29
